TGFb inhibitor: blocks TGF-b signaling | AID 588855 | HepG2 CAGA-GFP TGF-b/SMAD3 reporter, GFP fluorescence, 18 h; TGF-beta stimulated, 500 pg/mL final | Potency, µM (series often up to 46.1 µM), inactives show at the top dose activity, negative = inhibition, hits mostly inhibitors | actives 1.2% (n = 410,000); further: potency means the concentration at half of the fitted maximal effect; on the % scale 0 is the no-effect control and ±100 the full control effect; nearly all actives have a fitted effect of over 65% in size
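GFP signal (ex488/em500-530) from TGF-beta-stimulated HEPG2 CAGA-GFP cells, 500 pg/mL final, 18 h at 37 degrees C in DMEM plus 1% FBS, normalized to unstimulated and DMSO-stimulated controls.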
HepG2 tox: counter-screen for TGF-b inhibitors: cytotoxicity in HepG2 cells; actives 0.76% (n = 410,000); HepG2 CAGA-GFP viability, ATP luminescence, 18 h; Potency, µM (doses to about 46.1 µM), without a hit: at the top dose activity change, negative = cytotoxicity, actives largely listed as cytotoxic; further: potency means the concentration at half of the fitted maximal effect; some results filed as inactive show a strong effect at the top dose
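HepG2 CAGA-GFP cells (1000/well, DMEM with 1% FBS) received compound, then TGF-beta at 500 pg/mL final, and were incubated 18 hours at 37 degrees C. Viability was read by CellTiter-Glo luminescence. Media-only wells were set as complete cell-killing and DMSO as no toxicity.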
Nrf2 activator: activators of Nrf2 (ARE) signaling | AREc32 ARE-luciferase reporter (MCF7-derived line), luminescence, 24 h | Potency, µM (doses to about 46.1 µM), without a hit: top-dose activation, hits mostly activators | actives 0.31% (n = 410,000) | AID 624171; further: potency means the concentration at half of the fitted maximal effect; % of control where 0% means no effect; nearly all actives have a fitted effect of over 65% in size
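AREc32 cells carrying an ARE-driven firefly luciferase, 1000 cells/well in OPTI-MEM with 5% FBS, dosed after overnight attachment and incubated 24 hr at 37 deg C. Steady-Glo luminescence read after 30 min at RT.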
Nrf2 inh: inhibitors of Nrf2 signaling | Potency, µM (highest dose often 46 µM), inactives show at the highest dose activity change, negative = inhibition, actives largely listed as inhibitors | A549 ARE-Fluc reporter, luciferase luminescence, 18-24 h | actives 2.1% (n = 360,000); further: potency means the concentration at half of the fitted maximal effect; on the % scale 0 is the no-effect control and ±100 the full control effect; nearly all actives have a fitted effect of over 60% in size
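Quantitative HTS in A549 cells stably bearing an antioxidant response element-firefly luciferase construct. Inhibition of Nrf2-driven transcription was scored by luminescence after 18-24 h of compound exposure at 37 °C.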
CCT chaperon mod: cytosolic chaperonin activity modulation; AID 651819; activity change, % (concentration not given with the values), hits read low; actives 0.3% (n = 360,000); purified chaperonin ATPase assay, HTRF ADP detection, 30 min; in the data active means activity change below about -30%; further: on the % scale 0 is the no-effect control and ±100 the full control effect
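We incubate TRiC, 40 or 20 nM final, with library compounds at 76 uM and 10 uM ATP for 30 min at 37 °C. ADP formed is detected with Transcreener HTRF reagents after 30 min at room temperature.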
pAkt inh: Akt phosphorylation inhibition | Neuro2A IGF-stimulated pAkt S473 HTRF, 20 min; active compounds read low | activity change, % for hits at 50 µM | actives 0.32% (n = 360,000) | AID 651550; in the data active means activity change below about -80%; inconclusive means mostly about -51% to -80%; further: on the % scale 0 is the no-effect control and ±100 the full control effect
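Neuro2A cells in DMEM with 0.5% FBS, overnight at 37 deg C, given compound at single 50 µM final, then IGF (6 nM final) for 20 min at 37 deg C. Lysed; phospho-Akt Ser473 by HTRF after 24 h, 665/615 ratio.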
Abeta yeast res: restores growth of yeast expressing A-beta42 peptide. yeast expressing A-beta42, growth rescue, OD600, 48 h; response scale: 0% DMSO, 100% iron-clioquinol control. Potency, µM (series often up to 46.1 µM), for inactives: at the highest dose growth rescue, most hits filed as activators. actives 0.063% (n = 410,000). AID 1347071; further: potency means the concentration at half of the fitted maximal effect; nearly all actives have a fitted effect of over 55% in size
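Yeast growth medium received pinned compounds, then yeast cells expressing toxic A-beta were added; plates incubated at 30 C for 48 hr. Growth read as absorbance at 600 nm, normalized to DMSO and equimolar FeCl3 plus clioquinol controls.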
MmCpn inh: M. maripaludis TRiC chaperonin inhibition | purified Mm-Cpn ATPase, ADP Transcreener TR-FRET | Potency, µM (series often up to 76.9 µM), for the others: top-dose activity, negative = inhibition, hits mostly inhibitors | actives 0.031% (n = 330,000); further: potency means the concentration at half of the fitted maximal effect; on the % scale 0 is the no-effect control and ±100 the full control effect; nearly all actives have a fitted effect of over 80% in size
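25 nM Mm-CPN + cpd, 10 min 37°C; + 10 uM ATP, 30 min 37°C; buffer 30 mM Tris pH 7.4, 100 mM KCl, 5 mM MgCl2, 1 mM DTT; Transcreener ADP HTRF detection 30 min RT.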
A549 viability: kills or reduces viability of A549 cells in Nrf2 counter-screen | AID 504648 | actives 0.16% (n = 390,000) | Potency, µM (doses to about 46 µM), for inactives: at the top dose activity change, negative = cytotoxicity, hits mostly inhibitors | A549 ARE-Fluc cells, CellTiter-Fluor viability, 18-24 h; further: potency means the concentration at half of the fitted maximal effect; on the % scale 0 is the no-effect control and ±100 the full control effect
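A549 ARE_Fluc cells in 5% FBS OPTI-MEM were exposed to compounds in concentration-response for 18-24 h at 37 deg C. Viability was read by CellTiter-Fluor fluorescence (Ex 405/Em 525) after 30 min, before the luciferase read.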
The depositor's hits bear a star; i = inactive; ? = inconclusive; nt = no result given; [ ] = another dose, or the depositor's remark. Unless noted, the call rests on the fitted dose curve; in most records, active means well fitted curve in the direction sought with a large enough effect; inconclusive means small, poorly fitted or top-dose-only effect, or another doubt; inactive means no such curve, though single readings can be large; an effect the other way counts as inactive or inconclusive. Some of the compounds tested; rates above refer to the full screens.

Every second line gives: TGFb inhibitor	HepG2 tox	Nrf2 activator	Nrf2 inh	CCT chaperon mod	pAkt inh	Abeta yeast res	MmCpn inh	A549 viability
- COc1cccc(CNCCc2cccc(F)c2)c1OC
    -3%	-12%	-0.7%	-6%	-3.9	i	2%	-1%	-6%
- C[C@](N)(CCP(=O)(O)O)C(=O)O
    3%	-7%	-0.4%	10%	-2.3	i	-23%	-4%	3%
- COc1ccc2c(c1O)-c1cccc3c1[C@@H](C2)N(C)CC3
    15%	-17%	0.7%	10%	0.5	i	-6%	nt	-3%
- CCOc1ccc(C2C(C#N)=C(N)Oc3c2c(=O)oc2ccccc32)cc1 (configuration not stated)
    5%	2%	-0.3%	6%	-2.0	i	0%	1%	0%
- O=[N+]([O-])c1cc(-n2cnnn2)c(O)c([N+](=O)[O-])c1
    -3%	-9%	-0.3%	-5%	-2.6	i	3%	2%	-22%
- O=C1/C(=C\c2cccnc2)N2CCC1CC2
    0%	0%	0.6%	4%	-1.4	i	-14%	0%	12%
- Cc1cccc(OC(C)C(=O)NCC2(N(C)C)CCCCC2)c1C (configuration not stated)
    6%	6%	-0.3%	23%	nt	nt	4%	nt	11%
- Cn1c(O)c(C=NCCN2CCOCC2)c(=O)n(C)c1=S
    21%	-4%	-0.2%	?	-1.5	i	21%	3%	0%
- O=C(Cc1ccccc1)N1CCN(Cc2ccccc2Cl)CC1
    -10%	-1%	0.2%	1%	-0.8	i	9%	-1%	0%
- C[C@H]1CCCC(=O)CCCCCc2cc(O)cc(O)c2C(=O)O1
    3%	-6%	-1.2%	1%	-2.1	i	18%	1%[15.4 µM]	0%
- Cc1nc2c(=O)n(C)c(=O)nc-2n(C)n1
    0.63µM*	0.63µM*	-2.8%	2.3µM*	-1.1	i	-10%	-23%	1.6µM*
- COC(=O)C1=C(c2cc3ccccc3o2)C[C@@H]2CC[C@H]1N2C
    17%	-5%	-0.6%	7%	-0.3	i	-4%	-2%	0%
- OC(Cn1c2ccccc2c2ccccc21)C[n+]1cccc2ccccc21 (configuration not stated)
    ?	-96%	4.7%	3%	0.4	i	-3%	0%	1%
- Cc1cccc(NC(=O)OC2CN3CCC2CC3)c1 (configuration not stated)
    2%	0%	2.6%	?	-2.6	i	-7%	-2%	2%
- N[C@@]1(C(=O)O)CC[C@@H](C(=O)O)C1
    1%	-13%	-0.7%	20%	-1.9	i	-17%	0%	2%
- COC(=O)C1=C(c2c(C)noc2C)C[C@@H]2CC[C@H]1N2C(=O)NC(C)C
    -23%	-1%	-0.7%	4%	0.3	i	-11%	1%	1%
- CCCCn1c(=O)c(C(=O)NCc2ccc(Cl)cc2)c(O)c2ccccc21
    7%	0%	0.0%	?	-0.9	i	1%	-4%	-1%
- C[C@@H]1CN([C@H](C)CO)C(=O)c2c(c3ccccc3n2C)-c2ccccc2CO[C@@H]1CN(C)Cc1ccc(O)cc1
    ?	-27%	7.5%	nt	0.5	i	6%	nt	nt
- CC(C(=O)c1ccccc1)N1C(=O)c2ccccc2C1=O (configuration not stated)
    -26%	9%	-0.8%	3%	1.8	i	2%	-1%	1%
- Cc1cc(/C=C2\C(=O)NC(=O)N(c3ccc(Cl)cc3)C2=O)c(C)n1C
    -7%	3%	5.8%	11%	1.5	i	-9%	2%	-9%
- O=[N+]([O-])c1cccc(NP(=O)(Oc2ccccc2)Oc2ccccc2)c1
    ?	-39%	3.0%	?	-4.0	i	9%	1%	?
- O=C(c1cccn2c(=O)c3ccccc3nc12)N1CCC2(CC1)OCCO2
    -12%	-18%	0.0%	-9%	-1.6	i	19%	-6%	-2%
- C=C(C)Cn1c(-c2cccc([N+](=O)[O-])c2)n[nH]c1=S
    -2%	-11%	-0.2%	?	-2.8	i	-2%	-3%	4%
- CC(C)Oc1cccc(C(=O)C2CCCN(C3CCOCC3)C2)c1 (configuration not stated)
    7%	-7%	-0.1%	-9%	-4.8	i	21%	0%	4%
- Cc1ccc(-c2nc(NC(=O)c3ccc(S(=O)(=O)N(CCC#N)CCC#N)cc3)sc2-c2ccccc2)cc1
    100%[activator]	17%	0.3%	-10%	-1.9	i	7%	-4%	-9%
- COCCOC(=O)c1c(C)n(C)c2ccc(OC(=O)N(C)C)cc12
    8%	8%	0.0%	3%	0.7	i	-13%	3%	-9%[1.84 µM]
- CCc1cccc(NC(=O)C2CCN(S(=O)(=O)c3ccc(Br)s3)CC2)c1
    ?	-30%	5.9%	?	nt	nt	11%	nt	-11%
- Cc1nn(-c2ccccc2)c(C)c1NC(=O)COC(=O)Cc1ccccc1
    -5%	0%	-0.9%	-3%	-1.7	i	4%	-3%	-11%
- COC(=O)C1=C(c2cccc(OC)c2OC)C[C@@H]2CC[C@H]1N2C(=O)NCc1ccccc1
    -10%	-10%	2.2%	-1%	-6.4	i	-6%	nt	3%
- O=C(NC1CN2CCC1CC2)c1cccc(Cl)c1 (configuration not stated)
    16%	23%	-0.7%	1%	0.0	i	-5%	2%	7%
- CC(C)CCC1(CCc2ccncc2)C(=O)NC(=O)NC1=O
    -1%	-25%	0.2%	3%	-1.3	i	-5%	0%	-2%
- CC(C)CN1Cc2cc(N3CCCCC3)ccc2-n2nncc2C1
    -32%	1%	0.8%	nt	-0.5	i	-14%	nt	nt
- Cc1ccc(C(=O)N/C(=C\Cl)P(=O)(c2ccccc2)c2ccccc2)cc1
    ?	-15%	-0.7%	-10%	1.1	i	3%	1%	-4%
- OC1(CN2CCOCC2)C2CC3CC(C2)CC1C3 (configuration not stated)
    0%	-1%	-1.0%	7%	0.0	i	12%	0%	-1%
- Cc1nn(Cc2ccccc2)c(C)c1C(=O)OCC(=O)NC1CCS(=O)(=O)C1 (configuration not stated)
    7%	15%	-0.6%	2%	3.3	i	-4%	3%	1%
- CCC(=C(c1ccc(O)cc1)c1ccc(OCCN(C)C)cc1)c1ccccc1
    7%	-5%	-0.6%	nt	1.4	i	-11%	nt	nt
- CC(=O)OC1N=C(c2ccccc2)c2cc(Br)ccc2NC1=O (configuration not stated)
    -11%	-29%	0.3%	9%	1.5	i	18%	0%	0%
- Nc1c(C(=O)Nc2ccc(Cl)c(C(F)(F)F)c2)sc2nc3c(cc12)N1CCC3CC1
    ?	-56%	0.5%	6.5µM*	nt	nt	-59%[inhibitor]	nt	-23%
- CCCCCn1c(=O)c(C(=O)Nc2nc3ccccc3[nH]2)c(O)c2ccccc21
    -11%	-63%	0.3%	2.6µM*	0.3	i	-38%[inhibitor]	0%	?
- CN(C)c1ccc(P(=S)(N(C)C)N(C)C)cc1
    -14%	-4%	-1.0%	nt	-2.4	i	-8%	1%	8%
- Brc1ccccc1
    -8%	-16%	-0.5%	-7%	-1.5	i	-7%	-22%	0%
- CCOC(=O)N1CCN(C(=O)Cn2ncc3c4ccccc4n(Cc4ccc(F)cc4)c3c2=O)CC1
    ?	-17%	-0.2%	?	nt	nt	18%	nt	-17%
- CCC(=NCCc1ccccc1)c1c(O)[nH]c(=O)[nH]c1=O
    2%	7%	0.1%	-12%	0.2	i	-11%	2%	-5%
- CCCCOC(=O)CCN1C(=O)/C(=C2\SC(=S)N(CCC(=O)OCCCC)C2=O)SC1=S
    5%	-9%	2.2%	6%	-3.0	i	3%	-1%	3%
- CCOc1ccccc1NC(=O)NCc1ccc2c(c1)CCN2C(=O)c1ccccc1
    ?	-17%	0.3%	nt	nt	nt	-9%	nt	0%
- O=C(O)C1C2c3ccccc3C(c3ccccc32)C1C(=O)Nc1ccccc1 (configuration not stated)
    0%	0%	-0.2%	-7%	-2.4	i	10%	0%	1%
- CC1=NCCc2c1[nH]c1ccccc21
    10%	-13%	6.3%	8%	-1.4	i	4%	-3%	-6%
- O=c1[nH]c(=O)n(CCC2=CCCCC2)c(O)c1C=NCCCn1ccnc1
    8%	6%	3.7%	-27%	-1.9	i	-19%	1%	-1%
- OC1(c2ccc(Cl)cc2)CCN(Cc2c[nH]c3ccccc23)CC1
    ?	-38%	7.9%	-6%	0.2	i	5%	nt	-9%
- CC(C)(C)C1(CCO)C(=O)NC(=S)NC1=O
    -9%	-2%	3.8%	3%	1.5	i	0%	nt	-1%
- Cc1ccc(NC(=O)CN2C(=O)CN=C(c3ccccc3)c3ccccc32)cc1
    0%	4%	0.7%	nt	nt	nt	-5%	nt	-12%
- O=c1[nH]c(O)c(C=NC2CCCCC2)c(=O)[nH]1
    5%	0.63µM*	3.1%	-18%	0.5	i	9%	-1%	-10%
- COc1ccc(-n2c(O)c(C(C)=Nc3ccc4c(c3)CCC4)c(=O)[nH]c2=O)cc1
    -3%	16%	-0.5%	4%	-3.5	i	4%	-1%	1%
- Cc1ncoc1C(=O)NCC1=C(c2cccc3ccccc23)C[C@@H]2CC[C@H]1N2Cc1ccco1
    -28%	-60%	1.0%	nt	-0.7	i	-1%	nt	nt
- CC(C)Oc1ccc(CC2(CCc3ccncc3)C(=O)NC(=O)NC2=O)cc1
    1%	1%	2.1%	?	1.2	i	-8%	2%	-8%

Full records from above. Screens in order: TGFb inhibitor, HepG2 tox, Nrf2 activator, Nrf2 inh, CCT chaperon mod, pAkt inh, Abeta yeast res, MmCpn inh, A549 viability
`CC(C)(C)C1(CCO)C(=O)NC(=S)NC1=O` as listed: -9%, -2%, 3.8%, 3%, 1.5, i, 0%, nt, -1%
`CC(C)Oc1ccc(CC2(CCc3ccncc3)C(=O)NC(=O)NC2=O)cc1` as listed: 1%, 1%, 2.1%, ?, 1.2, i, -8%, 2%, -8%

Bioassay records (PubChem BioAssay)
